# CDK5 p35 inh – CDK5/p35 (human) kinase inhibition. hit rate 0.01% among 330,000. inhibition, % at 10 µM. Recombinant CDK5/p35, ADP-Glo luminescence, 60 min. Q00535+Q15078;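 active = highest replicate inhibition of at least 50% and at least 75% of replicates reaching 50%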;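 note: plate controls were DMSO neutral control for no effect and GW8510 at 10 µM for full effect; many of its hits are not listed in these tables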
# PKA-R2B act – PKA-R2B complex activation. activation, % at 11.4 µM. PKA-R2B holoenzyme dissociation, Cy5-IP20 fluorescence polarization; R2B truncated from residue 108, S112A mutant; 0% DMSO only, 100% 113 µM cGMP. hit rate 0.079% among 340,000. P22694+P31323;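 active = activation above a cutoff set at the mean over all compounds plus 3 SD, cut at about 18% in these data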;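 note: higher means more holoenzyme dissociation and a rise in polarization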
# Target sequence (P31323 whole entry, looked up, other chains not shown, the tested form may be a part): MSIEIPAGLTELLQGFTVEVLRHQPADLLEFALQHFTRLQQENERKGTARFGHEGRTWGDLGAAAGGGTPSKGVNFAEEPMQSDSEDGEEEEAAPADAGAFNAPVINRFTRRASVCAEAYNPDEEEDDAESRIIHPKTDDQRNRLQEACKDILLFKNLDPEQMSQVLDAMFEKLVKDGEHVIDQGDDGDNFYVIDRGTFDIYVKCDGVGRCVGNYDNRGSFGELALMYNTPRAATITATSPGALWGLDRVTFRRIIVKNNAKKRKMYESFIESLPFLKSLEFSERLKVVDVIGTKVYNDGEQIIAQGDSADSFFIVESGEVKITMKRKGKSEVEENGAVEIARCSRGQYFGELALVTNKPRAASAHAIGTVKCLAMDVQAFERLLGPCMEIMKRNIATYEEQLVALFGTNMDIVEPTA
# dFosB activator – mouse delta FosB homodimer activation; P13346; purified delta FosB, TAMRA-CDK5 oligo fluorescence polarization; percent of positive-control signal above neutral wells; activation, % at 25 µM; hit rate 0.99% among 340,000;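 active = mean activation above about 17%, with every replicate also reaching it, limit read from the data, passing the limit was not always enough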;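 note: fluorescence polarization rise as delta FosB binds a TAMRA Cdk5 AP-1 oligo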
# Target sequence (P13346 whole entry, looked up): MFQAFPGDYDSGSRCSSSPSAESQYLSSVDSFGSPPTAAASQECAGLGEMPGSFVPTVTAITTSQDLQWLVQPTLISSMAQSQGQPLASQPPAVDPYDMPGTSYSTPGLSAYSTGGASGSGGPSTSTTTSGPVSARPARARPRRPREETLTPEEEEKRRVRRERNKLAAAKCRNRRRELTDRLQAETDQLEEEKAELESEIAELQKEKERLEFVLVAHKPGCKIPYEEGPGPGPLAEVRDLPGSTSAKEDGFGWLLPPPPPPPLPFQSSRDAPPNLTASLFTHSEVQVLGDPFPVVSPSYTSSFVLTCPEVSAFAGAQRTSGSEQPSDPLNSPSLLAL
# Arrestin-AP2 inh – inhibitors of human beta-arrestin and AP2 interaction | FITC-arrestin peptide / GST-AP2 beads, flow cytometry; AP2 beta2 appendage carries R879A mutation | inhibition, % at 10 µM | hit rate 0.31% among 340,000 | AID 504490;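 active = inhibition above a set limit, near 3 SD of compounds lacking own fluorescence, cut at about 54% in these data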;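 note: plate controls were DMSO wells for no effect and 5 µM unlabelled arrestin peptide for full effect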
#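 Measured by: flow cytometry, FL1 (488/535 nm); Material: AP2 appendage R879A on GSH beads; Evaluation: percent response; Timing: pre-incubation 12 min, peptide binding 1 h, room temperature; Also added: 50 nM FITC-arrestin peptide; Medium: PBS with 0.05% Tween 20 and 0.1% BSA.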
# DSG3 Ab inh – inhibitors of pemphigus antibody binding to human desmoglein-3; hit rate 0.48% among 310,000; binding (percent of control), % at 10 µM; AID 588358; DSG3-coupled beads, scFv-anti-DSG3-GFP binding, flow cytometry; hits give low values;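 active = binding more than 3 SD below its plate's average and above zero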;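 note: hits lower antibody fragment binding to DSG3; some compounds called inactive have numbers as strong as hits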
# SR-BI DiI-HDL act – activators of SR-BI mediated HDL lipid uptake | CHO ldlA[mSR-BI] cells, DiI-HDL uptake fluorescence, 3 h; 100 = double the neutral-control signal | hit rate 0.096% among 320,000 | AID 504775 | activation, % at 12.5 µM;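 active = mean replicate activation of at least 60% and every replicate at or above 60%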;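 note: 0% = median plate neutral-control signal and 100% = twice that signal; values of inactives mirror those of a sister screen read the other way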
#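 Test system: SR-BI-overexpressing, LDLR-lacking CHO cells. Measured by: DiI fluorescence, bottom read. Medium: Ham's F12 with 0.5% BSA, HEPES 25 mM, pH 7.4. Timing: 3 h uptake period with compound, 37 °C.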
# NSD2 HMT inh – blocks human histone methyltransferase NSD2 | O96028 | NSD2 peptide methylation, AlphaScreen, 120 min | inhibition, % at 12.5 µM | hit rate 0.54% among 310,000 | AID 743445; in the data active = inhibition above about 50%
# SR-BI DiI inh – blocks mouse SR-BI lipid uptake from DiI-HDL. ldlA[mSR-BI] CHO cells, DiI-HDL uptake fluorescence, 3 h. inhibition, % at 12.5 µM. hit rate 0.96% among 320,000. AID 488896;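 active = mean replicate inhibition of at least 70% and a set share of replicates each scoring 70 or more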;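 note: 0% = median of neutral control wells and 100% = median of positive control wells; values of inactives mirror those of a sister screen read the other way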
# MITF act – increases MITF-driven TRPM1 promoter luciferase signal | SK-MEL-5 TRPM1-promoter luciferase, 24 h; % of positive control, neutral wells = 0 | AID 588334 | activation, % at 12.5 µM | hit rate 0.75% among 300,000;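 active = mean activation of at least 80% with every replicate also reaching 80%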;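 note: 0% = neutral control wells and 100% = parthenolide positive control wells; values of inactives mirror those of a sister screen read the other way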
# PKA-R1A act – activators of PKA-R1A complex | P00514+P68181 | PKA-R1A dissociation, Cy5-IP20 fluorescence polarization; scaled: DMSO 0%, 113 µM cGMP 100% | activation, % at 11.4 µM | hit rate 0.083% among 340,000;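 active = percent activation above the mean of all tested compounds plus 3 SD, cut at about 19% in these data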;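 note: higher means more PKAc released from R1A so a rise in polarization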
# Mot1-301 SUMO – SUMOylation pathway inhibition by Mot1-301 growth rescue; S. cerevisiae Mot1-301 growth rescue, ATP luminescence, 38.5C; percent above DMSO median, 100 means doubled; growth rescue, % at 18.8 µM; hit rate 1% among 320,000;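 active = every valid replicate shows activation above 250% relative to neutral control wells; inactive = the rest, any valid replicate at or below 250%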;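 note: OY570 slx delta 5 strain wells were the positive control but not used for scaling; some compounds called inactive have numbers as strong as hits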
# Numbers without * were called inactive; i = inactive; · = not tested or not shown.
SMILES,CDK5 p35 inh,PKA-R2B act,dFosB activator,Arrestin-AP2 inh,DSG3 Ab inh,SR-BI DiI-HDL act,NSD2 HMT inh,SR-BI DiI inh,MITF act,PKA-R1A act,Mot1-301 SUMO
O=C(Nc1ccc(-c2nc3ccccc3[nH]2)cc1)c1ccc(N2C(=O)CCC2=O)cc1,-0.8,-3,25*,5,83,8,-4,-8,5,-13,-9
CCN(CC)CCCNC(=O)Cn1cc2c(n1)CCC(C)C2 (configuration not stated),1.3,0,5,16,104,10,·,-10,2,3,6
CC(=O)Nc1nc(C)c(-c2csc(Nc3cccc(C(C)=O)c3)n2)s1,0.7,-4,-11,-15,95,-47,1,47,-63,-3,-22
Cc1cccc(N2CCN(c3ccc(N4C(=O)CCCC4=O)cc3[N+](=O)[O-])CC2C)c1 (configuration not stated),-1.9,-2,2,21,104,·,4,·,4,-2,415*
Clc1ccc(SCCCCN2CCNCC2)cc1,2.1,-12,1,0,107,17,·,-17,18,2,68
O=C(NCCOc1ccccc1)c1ccc2n[nH]nc2c1,0.3,-7,-6,-4,·,31,-2,-31,33,-10,169
COc1ccc(CNc2nc3ccccc3n2CCN2CCOCC2)cc1,-0.4,1,2,-1,99,9,-3,-9,5,-7,-24
COc1cccc(OC)c1C(=O)Nc1ccc(S(=O)(=O)Nc2cc(C)nc(C)n2)cc1,-0.4,0,-2,9,·,15,-20,-15,-5,-4,-6
Cc1cc(N2CCOCC2)nc2ccc(NC(=S)NCCC(C)C)cc12,0.8,-1,-15,-6,80,-53,-4,53,4,-3,27
CN1C(=O)C(C)(C)c2cc(S(=O)(=O)N3CCC(C(=O)Nc4ccc(Cl)cc4)CC3)ccc21,-0.7,-4,-3,6,73,-4,·,4,·,-1,30
CC(=O)NC1=NN(C(C)=O)C(C)(c2ccc(Br)cc2)S1 (configuration not stated),-2.0,-16,1,-10,87,·,-1,·,-5,-5,1
CN(Cc1ccccc1)C(=O)CCSc1nc(-c2ccc3c(c2)OCO3)cc(C(F)(F)F)n1,-0.1,3,-9,0,100,-50,·,50,8,-4,5

# Next part (four carried over from the part before).
SMILES,CDK5 p35 inh,PKA-R2B act,dFosB activator,Arrestin-AP2 inh,DSG3 Ab inh,SR-BI DiI-HDL act,NSD2 HMT inh,SR-BI DiI inh,MITF act,PKA-R1A act,Mot1-301 SUMO
Cc1cc(N2CCOCC2)nc2ccc(NC(=S)NCCC(C)C)cc12,0.8,-1,-15,-6,80,-53,-4,53,4,-3,27
CN1C(=O)C(C)(C)c2cc(S(=O)(=O)N3CCC(C(=O)Nc4ccc(Cl)cc4)CC3)ccc21,-0.7,-4,-3,6,73,-4,·,4,·,-1,30
CC(=O)NC1=NN(C(C)=O)C(C)(c2ccc(Br)cc2)S1 (configuration not stated),-2.0,-16,1,-10,87,·,-1,·,-5,-5,1
CN(Cc1ccccc1)C(=O)CCSc1nc(-c2ccc3c(c2)OCO3)cc(C(F)(F)F)n1,-0.1,3,-9,0,100,-50,·,50,8,-4,5
COCCN(C(=O)COC(=O)c1cccc2ccccc12)c1c(N)n(Cc2ccccc2)c(=O)[nH]c1=O,-0.5,4,-8,28,109,2,0,-2,2,-6,18
O=S(=O)(c1ccc(OC(F)(F)F)cc1)N1CCC(O)(c2cccc(C(F)(F)F)c2)CC1,-0.6,1,-13,26,105,4,·,-4,-11,-14,10
O=C(Nc1cccc(CCc2ccccn2)c1)c1cc(F)c(F)cc1Cl,0.7,-3,-4,-2,102,-53,-1,53,-10,-6,-11
NC(=O)C1CCN(C(=O)CCC(=O)c2ccc(F)cc2)CC1,1.1,7,1,-1,106,14,0,-14,3,-6,0
CC1(C)C(=O)Nc2ccccc2N1C(=O)CN1C(=O)c2ccccc2C1=O,0.4,13,-8,0,111,-9,-5,9,·,-2,12
Cc1ccc(C(=O)CNc2cc(C)ccc2C)cc1,0.2,-2,-5,24,100,9,-3,-9,1,-4,-15
Cc1sc(NC(=S)NC(=O)c2ccc(C(C)(C)C)cc2)c(C#N)c1C,-1.3,-13,-14,7,101,-22,0,22,-12,3,39
Cc1ccc(S(=O)(=O)NCC(=O)N(CCc2ccccc2)CC(=O)NCc2ccco2)cc1,1.0,-3,-14,6,98,19,0,-19,0,-3,·
Cc1ccc(NC2c3ncccc3C(=O)N2Cc2cccs2)cc1C (configuration not stated),-0.1,4,-7,-4,90,-11,1,11,-15,2,-20
Cc1ccccc1NC(=S)NCc1ccc(F)cc1,1.2,1,4,4,118,-1,-2,1,·,-6,-9
COc1ccccc1OCC(=O)NCC(C)NC(=O)COc1ccccc1OC (configuration not stated),-1.7,-18,-2,13,106,-9,-1,9,7,5,·
O=C/C(=C\Nc1ccccn1)c1nc2ccccc2o1,0.9,-3,-19,48,97,32,3,-32,5,-5,6
COc1ccc(CNC(=O)C2CCN(S(=O)(=O)c3ccc4c(c3)NC(=O)C(C)S4)CC2)cc1 (configuration not stated),0.9,1,2,-16,119,6,3,-6,-6,1,-9
CCOC(=O)CNc1cccc(C(F)(F)F)c1,-0.6,-15,-4,-6,103,-9,-1,9,10,4,6
COc1ccc(/C=N/c2oc(-c3ccccc3)cc2C#N)cc1OC,1.1,1,-3,-1,90,18,3,-18,16,6,8
O=C(N/C(=C/c1ccc(Br)cc1)C(=O)N1CCOCC1)c1ccc(Br)o1,-0.3,-3,3,-12,·,17,-8,-17,7,-8,9
COc1ccccc1-c1cc(N)n[nH]1,1.6,-11,0,17,85,20,-5,-20,-15,-4,-21
Cc1nc(/N=C(\N)NC(=O)N2c3ccccc3Sc3ccccc32)nc2ccccc12,-1.3,-6,-3,5,98,-22,-3,22,0,-4,10
CSc1ccccc1NC(=O)C1=CC(c2ccc(C)cc2)=NS(=O)(=O)N1C,-1.4,0,-11,6,106,-17,·,17,1,-8,4
O=C(Nc1ccc(Cl)cc1)Nc1ccccn1,3.4,-2,-7,-7,100,-6,-1,6,69,6,366
CCNC(=O)c1ccccc1NC(=O)c1cccc(S(=O)(=O)N2CCC(C)CC2)c1,-0.7,-5,-18,-3,100,-22,0,22,-48,2,-7
COc1ccc(Br)cc1C(=O)O,-1.7,3,3,3,·,9,-4,-9,0,-6,-6
Cc1cc(-n2c(SCC(=O)NCc3cccs3)nc3n[nH]c(C)c3c2=N)ccc1Cl,0.3,-12,11,-10,·,-18,0,18,-7,-6,10
CCCCCCCCNCCS(=O)(=O)NC1CCCCC1,-0.4,3,5,-8,97,1,·,-1,6,5,·
COc1ccc(-n2nnnc2SCC(=O)N2CCCc3ccccc32)cc1OC,-0.6,5,2,-3,98,-41,-2,41,·,-10,78
Cc1ccc(S(=O)(=O)N2c3ccccc3CC2C)cc1 (configuration not stated),-0.6,·,0,1,127,-18,-12,18,-7,·,68
COc1ccc(S(=O)(=O)N2CCCCCC2)cc1NC(=O)CN(C)Cc1ccc2c(c1)OCO2,0.9,1,-7,0,101,-45,8,45,-18,-18,-4
COc1cc(SC)ccc1C(=O)Nc1ccon1,-0.1,-10,-5,9,106,-41,0,41,·,3,-13
COc1ccccc1C(=O)Nc1ncc2c(n1)CC(c1ccco1)CC2=O (configuration not stated),1.1,7,-15,2,88,-13,3,13,-2,-3,-11
O=C(CSc1nnc(CCc2nc3ccccc3[nH]2)n1-c1ccccc1)NCc1ccccc1,0.7,2,-9,-7,103,·,3,·,-2,-1,282
COCCN(C/C=C/c1ccccc1)C/C=C/c1ccccc1,0.4,3,0,-17,122,13,0,-13,·,-8,61
NS(=O)(=O)c1cc2c(cc1Cl)NC(C1CC3C=CC1C3)NS2(=O)=O (configuration not stated),-0.2,15,-7,1,107,-2,·,2,-12,1,i
CC1CCCCN1CCCNc1ccc(C(CC(N)=O)NC(=O)Cc2ccc(Cl)cc2)cc1[N+](=O)[O-] (configuration not stated),0.3,7,-4,-1,97,22,·,-22,2,-7,-13
C=C1CCC[C@]2(C)C[C@H]3OC(=O)C(CNC(C)CCCC(C)C)[C@H]3CC12 (some centres not stated),0.1,-2,-2,38,116,5,6,-5,-17,6,-35
COc1ccc(N(CC(=O)NCCc2ccc(S(N)(=O)=O)cc2)S(=O)(=O)c2c(C)noc2C)cc1,0.4,0,-11,-7,103,1,-2,-1,-7,-3,-23
Brc1ccc(CSc2ncn[nH]2)cc1,0.0,-1,0,-4,106,15,-5,-15,-4,-7,-25

# Next section, starting with the last three of the part before.
SMILES,CDK5 p35 inh,PKA-R2B act,dFosB activator,Arrestin-AP2 inh,DSG3 Ab inh,SR-BI DiI-HDL act,NSD2 HMT inh,SR-BI DiI inh,MITF act,PKA-R1A act,Mot1-301 SUMO
C=C1CCC[C@]2(C)C[C@H]3OC(=O)C(CNC(C)CCCC(C)C)[C@H]3CC12 (some centres not stated),0.1,-2,-2,38,116,5,6,-5,-17,6,-35
COc1ccc(N(CC(=O)NCCc2ccc(S(N)(=O)=O)cc2)S(=O)(=O)c2c(C)noc2C)cc1,0.4,0,-11,-7,103,1,-2,-1,-7,-3,-23
Brc1ccc(CSc2ncn[nH]2)cc1,0.0,-1,0,-4,106,15,-5,-15,-4,-7,-25
O=C(CN(c1ccccn1)S(=O)(=O)c1ccccc1)Nc1ccccc1,1.6,0,-1,16,96,7,-2,-7,-13,4,-12
Cc1ccc(S(=O)(=O)N2CCC(C(=O)N[C@@H](C)C(=O)Nc3ccc4c(c3)OCO4)CC2)cc1,1.5,-6,-5,4,84,14,1,-14,2,-3,7
CN(C)c1ccc(C(=O)c2ccccc2C(=O)O)c(O)c1,-0.7,-2,-7,7,102,20,3,-20,·,-9,1
CC(=O)Nc1nc(CC(=O)c2ccccc2)cs1,0.7,7,2,0,102,-9,·,9,1,-8,10

# Looked up above:
# For SR-BI DiI inh, O=C(CN(c1ccccn1)S(=O)(=O)c1ccccc1)Nc1ccccc1 is listed with -7
# For SR-BI DiI-HDL act, CN(C)c1ccc(C(=O)c2ccccc2C(=O)O)c(O)c1 is listed with 20
# For MITF act, CC(=O)Nc1nc(CC(=O)c2ccccc2)cs1 is listed with 1

# Bioassay records (PubChem)
